RGS4 inh: human RGS4 inhibition. Transcreener GDP fluorescence polarization, RGS4-accelerated GTP hydrolysis. 390,000 compounds, 0.039% hits. P49798. AID 504845. Potency, µM (series often up to 114 µM), without a hit: top-dose activity change, negative = inhibition, usual class: inhibitors; also: potency is read from the fitted curve at half-maximal effect; % is scaled to controls: 0 for no effect and ±100 for the full control effect; nearly all actives have a fitted effect of over 75% in size; some results filed as inactive show a strong effect at the top dose
Target sequence (P49798 whole entry, looked up): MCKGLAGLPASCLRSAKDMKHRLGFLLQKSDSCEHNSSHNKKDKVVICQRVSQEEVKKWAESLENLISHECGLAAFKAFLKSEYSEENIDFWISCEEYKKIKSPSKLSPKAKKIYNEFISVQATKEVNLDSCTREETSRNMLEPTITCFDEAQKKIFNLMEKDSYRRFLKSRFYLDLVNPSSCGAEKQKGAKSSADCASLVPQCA
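MLSMR compounds (23 nl, pin-transferred) preincubated 10 min at room temperature with a 500nM (2x) first reagent, then RGS4 at 900nM (2x) plus Transcreener GDP mix added; fluorescence polarization (620/688 nm) read before and after 90 min at 30 °C.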
JMJD2A Tudor inh: blocks the human JMJD2A Tudor domain | Potency, µM (top dose mostly 114 µM), without a hit: top-dose activity change, negative = inhibition, actives largely listed as inhibitors | AlphaScreen JMJD2A-Tudor / H3K4me3 peptide binding | O75164 | 390,000 compounds, 4.4% hits | AID 504339; also: potency is read from the fitted curve at half-maximal effect; % is scaled to controls: 0 for no effect and ±100 for the full control effect; nearly all actives have a fitted effect of over 50% in size
ERG-DNA inh: blocks human ERG Ets domain binding to DNA. fluorescence polarization, His-ERG Ets domain / labelled DNA. Potency, µM (top dose mostly 76.9 µM), without a hit: top-dose FP activity, negative = inhibition, actives largely listed as inhibitors. P11308. AID 624246. 370,000 compounds, 0.028% hits; active = well fitted inhibition curve with a large enough effect in the polarisation, with a control signal flat; inconclusive = small, poorly fitted or top-dose-only effect, or effect the other way, or a change in a side signal; inactive = no such curve, though single readings can be large or run the other way; the % refers to the polarisation;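 also: polarization taken with two DNA probes labelled with fluorescein and Texas red; potency is read from the fitted curve at half-maximal effect; % of control where 0% means no effect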
Target sequence (P11308 whole entry, looked up, the tested form may be a part): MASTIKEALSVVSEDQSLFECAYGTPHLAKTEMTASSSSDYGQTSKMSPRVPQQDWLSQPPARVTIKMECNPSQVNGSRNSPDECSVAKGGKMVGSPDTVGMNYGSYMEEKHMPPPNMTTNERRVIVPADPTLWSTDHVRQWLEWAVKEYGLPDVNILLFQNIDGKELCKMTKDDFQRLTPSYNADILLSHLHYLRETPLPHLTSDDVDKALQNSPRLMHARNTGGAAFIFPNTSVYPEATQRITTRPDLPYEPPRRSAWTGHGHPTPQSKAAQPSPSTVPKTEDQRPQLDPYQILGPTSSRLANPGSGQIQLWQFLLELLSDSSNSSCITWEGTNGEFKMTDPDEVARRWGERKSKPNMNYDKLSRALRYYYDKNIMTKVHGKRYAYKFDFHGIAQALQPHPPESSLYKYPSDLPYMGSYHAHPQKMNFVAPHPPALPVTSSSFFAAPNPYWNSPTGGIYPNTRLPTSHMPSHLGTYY
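His-tagged ERG Ets domain (1 uM in the protein solution; 300mM KCl, 50mM Tris-HCl, 1mM EDTA, 1mM DTT, pH 7.5) received compound, then a probe mix of 5 nM fluorescein-DNA and 100nM Texas-615-DNA. Fluorescence polarization was read for both dyes.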
PI4K2A inh: inhibitors of human PI4K2A. Q9BTU6. purified PI4K2A, ADP-Glo luminescence, 1 h; hits give low values. activity change, negative = inhibition, % at 76.9 µM. 420,000 compounds, 0.13% hits. AID 1346378; in the data active = activity change below about -50%; inconclusive = mostly about -30% to -49%;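 also: -100% = wells without enzyme as full effect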
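PI4K2A activity was measured by ADP-Glo luminescence: enzyme (4 ug/mL stock) and phosphatidylinositol (1.2 mM stock) in Tris pH 7.5/MgCl2/EGTA/Triton X-100 buffer were reacted with ATP (300 microM stock) for one hour at ambient temperature.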
ALOX12 inh: ALOX12 (human) lipoxygenase inhibition; P18054; purified 12hLO, xylenol orange hydroperoxide absorbance; Potency, µM (titrated, usually from 108 µM), for inactives: top-dose activity change, negative = inhibition, usual class: inhibitors; 580,000 compounds, 1.1% hits; AID 1671190; also: potency is read from the fitted curve at half-maximal effect; % is scaled to controls: 0 for no effect and ±100 for the full control effect
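Purified human 12hLO at 150 nM in 25 mM Hepes, 0.01% Triton X-100, pH 7.0, preincubated 15 min at room temperature with compound. Reaction started with 40 uM arachidonic acid, 30 min at room temperature. Hydroperoxide measured by Fe-xylenol orange, 573/405 nm absorbance ratio.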
BAZ2B block: inhibitors of human BAZ2B bromodomain. AlphaScreen BAZ2B-H3K14Ac peptide displacement. Potency, µM (doses to about 114 µM), without a hit: at the top dose activity change, negative = inhibition, hits mostly inhibitors. AID 504333. Q9UIF8. 360,000 compounds, 4.4% hits; also: potency is read from the fitted curve at half-maximal effect; % is scaled to controls: 0 for no effect and ±100 for the full control effect; nearly all actives have a fitted effect of over 60% in size
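Protein-peptide AlphaScreen: BAZ2B 50 nM, b-H3K14Ac 50 nM, 1x PBS pH 7.4 + 0.01% Tween-20. Preincubation 30 min RT; cpd 30 min RT (top 110 uM); beads 20 min RT, light-protected.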
GLS inhibitor: blocks human kidney-isoform glutaminase activity. Potency, µM (highest dose often 45.5 µM), without a hit: at the highest dose activity change, negative = inhibition, hits mostly inhibitors. GLS enzymatic activity, qHTS titration. AID 624170. O94925. 410,000 compounds, 0.21% hits; also: potency is read from the fitted curve at half-maximal effect; % is scaled to controls: 0 for no effect and ±100 for the full control effect
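Compounds were pin-transferred onto hKGA, after which L-glutamine (1 mM solution) and a detection mix of glutamate oxidase, HRP and Amplex Red were added. Initial and 30 min RT fluorescence reads were collected.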
G9a block: blocks human histone lysine methyltransferase G9a. G9a H3K9 monomethylation, AlphaScreen, 2 h. Potency, µM (highest dose often 102 µM), without a hit: top-dose activity, negative = inhibition, hits mostly inhibitors. 350,000 compounds, 8.8% hits; also: potency is read from the fitted curve at half-maximal effect; % is scaled to controls: 0 for no effect and ±100 for the full control effect; nearly all actives have a fitted effect of over 75% in size
Target sequence (Q96KQ7 913-1193 limits assumed): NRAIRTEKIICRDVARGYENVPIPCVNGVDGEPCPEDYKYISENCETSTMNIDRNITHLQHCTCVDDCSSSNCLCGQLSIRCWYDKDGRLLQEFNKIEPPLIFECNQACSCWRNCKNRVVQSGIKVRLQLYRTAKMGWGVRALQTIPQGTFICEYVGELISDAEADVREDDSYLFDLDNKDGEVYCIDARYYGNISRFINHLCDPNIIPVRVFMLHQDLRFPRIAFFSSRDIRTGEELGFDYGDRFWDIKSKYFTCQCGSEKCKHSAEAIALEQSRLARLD
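Step 1: enzyme (final 20 nM) with compound, 15 min RT. Step 2: substrate peptide 500 nM and SAM 20 uM, 2 h RT. Step 3: anti-H3K9me1 antibody and AlphaScreen beads, 10 min, then plate read.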
HP1b binding inh: inhibitors of HP1-beta chromodomain binding to methylated histone tails; P83916; 390,000 compounds, 0.56% hits; Potency, µM (top dose mostly 114 µM), for inactives: at the highest dose activity change, negative = inhibition, hits mostly inhibitors; AlphaScreen HP1-beta / biotin-H3K9me3 peptide binding; AID 540317; also: potency is read from the fitted curve at half-maximal effect; nearly all actives have a fitted effect of over 70% in size; inactives centre near 23
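Compound inhibition of the preformed complex between 50 nM HP1-beta and 50 nM biotinylated H3K9me3 peptide was read by AlphaScreen. Buffer was PBS pH 7.4 with 0.01% Tween-20. Incubations ran 30 min at room temperature, with 10 ug/mL donor/acceptor beads.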
* marks the source's active call; other numbers are inactive results; [ ] = another dose, or the depositor's remark. Unless noted, calls follow the shape of the dose curve; as a rule, active = well fitted curve in the direction sought with a large enough effect; inconclusive = small, poorly fitted or top-dose-only effect, or another doubt; inactive = no such curve, though single readings can be large; an effect the other way counts as inactive or inconclusive. An excerpt. The share of hits here may be higher or lower than overall.

Results for COc1ccc(Nc2ncnc3ccccc23)cc1 ?
RGS4 inh: 17%; JMJD2A Tudor inh: -11%; ERG-DNA inh: 1%; PI4K2A inh: -4; ALOX12 inh: -10%; BAZ2B block: -27%; GLS inhibitor: 13%; G9a block: 6%[12.7 µM]; HP1b binding inh: 23%

Results for Cc1ccc(N2CC(NC(=O)c3ccc4c(c3)OCO4)CC2=O)cc1 (stereo unspecified) ?
RGS4 inh: -15%; JMJD2A Tudor inh: -14%; ERG-DNA inh: 5%; PI4K2A inh: 0; ALOX12 inh: -20%; BAZ2B block: 0%; GLS inhibitor: 1%; G9a block: 10%[59 µM]; HP1b binding inh: -5%

Results for COc1cc(CNCc2ccc(OC)cc2OC)cc(OC)c1 ?
RGS4 inh: -7%; JMJD2A Tudor inh: 28µM*; ERG-DNA inh: inconclusive; PI4K2A inh: -1; ALOX12 inh: inconclusive; BAZ2B block: inconclusive; GLS inhibitor: -2%; G9a block: 5%[0.501 µM]; HP1b binding inh: 3%

How did COc1ccc(/C=N/N=C2\SCC(=O)N2c2c(C)n(C)n(-c3ccccc3)c2=O)cc1OC do in these assays?
RGS4 inh: -15%; JMJD2A Tudor inh: -9%; ERG-DNA inh: 2%; PI4K2A inh: -3; ALOX12 inh: 2%; BAZ2B block: inconclusive; GLS inhibitor: -3%; G9a block: 8.9µM*; HP1b binding inh: 28%

What do the screens show for `Nc1nc(SCC(=O)c2ccc(Oc3ccccc3)cc2)n[nH]1`?
RGS4 inh: inconclusive; JMJD2A Tudor inh: 35µM*; ERG-DNA inh: -5%; PI4K2A inh: 14; ALOX12 inh: -24%; BAZ2B block: -1%; GLS inhibitor: 16%; G9a block: inconclusive; HP1b binding inh: inconclusive

How did CC(CN(C(N)=O)c1ccccc1O)C(=O)O (stereo unspecified) do in these assays?
RGS4 inh: -16%; JMJD2A Tudor inh: -8%; ERG-DNA inh: -6%; PI4K2A inh: -6; ALOX12 inh: -1%; BAZ2B block: 11%; GLS inhibitor: 24%; G9a block: 6%[59 µM]; HP1b binding inh: 48%[activator]

Results for O=C(O)c1ccc2c(c1)S(=O)(=O)c1cc(Cl)ccc1C2=O ?
RGS4 inh: -1%; JMJD2A Tudor inh: -21%; ERG-DNA inh: -8%; PI4K2A inh: -3; ALOX12 inh: -17%; BAZ2B block: -11%; GLS inhibitor: 1%; G9a block: -11%[2.33 µM]; HP1b binding inh: 38%

What do the screens show for `CC(C)[C@H](NC(=O)c1ccccc1)C(=O)OCC(=O)N1CCc2ccccc2C1`?
RGS4 inh: -35%; JMJD2A Tudor inh: -9%; ERG-DNA inh: -8%; PI4K2A inh: -1; ALOX12 inh: 0%; BAZ2B block: -36%; GLS inhibitor: -1%; G9a block: 11%[2.33 µM]; HP1b binding inh: 26%

What do the screens show for `CC1(C)C2CCC(C2)C1(C)NC(=O)CNCC1CCCCC1` (stereo unspecified)?
RGS4 inh: -3%; JMJD2A Tudor inh: inconclusive; ERG-DNA inh: 5%; PI4K2A inh: 2; ALOX12 inh: -16%; GLS inhibitor: -2%; G9a block: 5.6µM*; HP1b binding inh: inconclusive

How did Cc1nnc(C)n1/N=C/c1ccc(-c2ccccc2)cc1 do in these assays?
RGS4 inh: -12%; JMJD2A Tudor inh: -13%; ERG-DNA inh: 7%; PI4K2A inh: 2; ALOX12 inh: 13%; BAZ2B block: 27%; GLS inhibitor: 0%; G9a block: inconclusive; HP1b binding inh: 26%

Results for CC(=O)N1CCc2cc(CNC(=O)c3ccccc3Br)ccc21 ?
RGS4 inh: -21%; JMJD2A Tudor inh: -27%; ERG-DNA inh: -6%; PI4K2A inh: 0; ALOX12 inh: -10%; BAZ2B block: 3%; GLS inhibitor: 8%; G9a block: -27%[59 µM]; HP1b binding inh: 25%

How did Cc1c(C)n2c(SCC(=O)N3CCOCC3)nnc2[nH]c1=O do in these assays?
RGS4 inh: -15%; JMJD2A Tudor inh: 32µM*; ERG-DNA inh: -3%; PI4K2A inh: 3; ALOX12 inh: -18%; BAZ2B block: -6%; GLS inhibitor: 0%; G9a block: -30%[0.501 µM]; HP1b binding inh: 27%

How did CCN(CC)S(=O)(=O)c1ccc(Cl)c(NC(=O)COC(=O)/C=C/c2ccc(O)c(OC)c2)c1 do in these assays?
RGS4 inh: -8%; JMJD2A Tudor inh: -4%; ERG-DNA inh: -13%; PI4K2A inh: -1; ALOX12 inh: 2%; BAZ2B block: 0%; GLS inhibitor: inconclusive; G9a block: -12%[59 µM]; HP1b binding inh: 8%

How did CC(C)C(OC(=O)c1ccco1)C(=O)NC1CCCC1 (stereo unspecified) do in these assays?
RGS4 inh: 18%; JMJD2A Tudor inh: -13%; ERG-DNA inh: 8%; PI4K2A inh: 8; ALOX12 inh: 24%; BAZ2B block: 12%; GLS inhibitor: 2%; G9a block: 2%; HP1b binding inh: 9%

What do the screens show for `COc1ccccc1C(=O)Nc1ccc(C(=O)OCc2cc(=O)n3nc(C)sc3n2)cc1`?
RGS4 inh: -15%; JMJD2A Tudor inh: -16%; ERG-DNA inh: 2%; PI4K2A inh: -5; ALOX12 inh: inconclusive; BAZ2B block: -4%; GLS inhibitor: -1%; G9a block: 23%[59 µM]; HP1b binding inh: 36%

Results for O=C(NCC(c1cccs1)N1CCOCC1)c1ccc(Cl)c([N+](=O)[O-])c1 (stereo unspecified) ?
RGS4 inh: 31%; JMJD2A Tudor inh: -12%; ERG-DNA inh: -1%; PI4K2A inh: 4; ALOX12 inh: -10%; BAZ2B block: -4%; GLS inhibitor: 8%; G9a block: inconclusive; HP1b binding inh: 19%

What do the screens show for `CCn1c(SCC(=O)NC2CC2)nnc1-c1ccncc1`?
RGS4 inh: 0%; JMJD2A Tudor inh: -4%; ERG-DNA inh: -9%; PI4K2A inh: 0; ALOX12 inh: 0%; BAZ2B block: -5%; GLS inhibitor: 21%; G9a block: 14%; HP1b binding inh: 17%

How did Cc1cc(C)c(S(=O)(=O)N2CCN(C(=O)C3COc4ccccc4O3)CC2)c(C)c1 (stereo unspecified) do in these assays?
RGS4 inh: 6%; JMJD2A Tudor inh: -18%; ERG-DNA inh: -1%; PI4K2A inh: 2; ALOX12 inh: 391%[activator]; BAZ2B block: -8%; GLS inhibitor: 1%; G9a block: 11%[12.7 µM]; HP1b binding inh: 27%

How did CC(Sc1nnc(-c2ccc(OC(F)F)cc2)o1)C(=O)NCC1CCCO1 (stereo unspecified) do in these assays?
RGS4 inh: -14%; JMJD2A Tudor inh: -7%; ERG-DNA inh: 3%; PI4K2A inh: 3; ALOX12 inh: 0%; BAZ2B block: 8%; GLS inhibitor: -5%; G9a block: 54%[activator]; HP1b binding inh: 16%

What do the screens show for `COc1cccc(CN2CCN(Cc3ccc(OC)c(OC)c3)CC2CCO)c1` (stereo unspecified)?
RGS4 inh: 12%; JMJD2A Tudor inh: -4%; ERG-DNA inh: -1%; PI4K2A inh: 1; ALOX12 inh: -2%; BAZ2B block: 5%; GLS inhibitor: -2%; HP1b binding inh: 27%

How did O=C(Cn1cnc([N+](=O)[O-])n1)NCCc1ccccc1 do in these assays?
RGS4 inh: 32%; JMJD2A Tudor inh: -17%; ERG-DNA inh: 4%; PI4K2A inh: 1; ALOX12 inh: -2%; BAZ2B block: 0%; GLS inhibitor: 8%; G9a block: 14%; HP1b binding inh: 28%

What do the screens show for `CCNS(=O)(=O)c1ccc(OC)c(C(=O)NC2CCCCC2)c1`?
RGS4 inh: 9%; JMJD2A Tudor inh: -9%; ERG-DNA inh: 8%; PI4K2A inh: 3; BAZ2B block: -17%; GLS inhibitor: -2%; G9a block: 0%; HP1b binding inh: 33%

What do the screens show for `CC(=O)c1ccc(Nc2nc(-c3ccccc3)nc3ccccc23)cc1`?
RGS4 inh: -14%[56.9 µM]; JMJD2A Tudor inh: -8%; ERG-DNA inh: -4%; PI4K2A inh: 7; ALOX12 inh: inconclusive; GLS inhibitor: -17%; HP1b binding inh: 60%[activator]

How did Cc1ccc(CN2CCNC(=O)C2CC(=O)N(C)C(C2CC2)C2CC2)o1 (stereo unspecified) do in these assays?
RGS4 inh: -7%; JMJD2A Tudor inh: -8%; ERG-DNA inh: -4%; PI4K2A inh: -1; ALOX12 inh: 3%; BAZ2B block: -4%; GLS inhibitor: -2%; G9a block: -23%; HP1b binding inh: 38%

A draw from above in order of count of non-hydrogen atoms, smallest number first:
How did O=C(Cn1cnc([N+](=O)[O-])n1)NCCc1ccccc1 do in these assays?
RGS4 inh: 32%; JMJD2A Tudor inh: -17%; ERG-DNA inh: 4%; PI4K2A inh: 1; ALOX12 inh: -2%; BAZ2B block: 0%; GLS inhibitor: 8%; G9a block: 14%; HP1b binding inh: 28%

How did Cc1ccc(CN2CCNC(=O)C2CC(=O)N(C)C(C2CC2)C2CC2)o1 (stereo unspecified) do in these assays?
RGS4 inh: -7%; JMJD2A Tudor inh: -8%; ERG-DNA inh: -4%; PI4K2A inh: -1; ALOX12 inh: 3%; BAZ2B block: -4%; GLS inhibitor: -2%; G9a block: -23%; HP1b binding inh: 38%

How did CC(Sc1nnc(-c2ccc(OC(F)F)cc2)o1)C(=O)NCC1CCCO1 (stereo unspecified) do in these assays?
RGS4 inh: -14%; JMJD2A Tudor inh: -7%; ERG-DNA inh: 3%; PI4K2A inh: 3; ALOX12 inh: 0%; BAZ2B block: 8%; GLS inhibitor: -5%; G9a block: 54%[activator]; HP1b binding inh: 16%
